# Screens from PubChem.
# Growth percent in the NCI-60 one-dose screen (48 h, 10 µM unless noted): 100 = growth as untreated, 0 = no growth, -100 = all killed.
# COLO 205: COLO 205 colon cancer; AID 1794742; hit rate 7.3% among 79,000
# HCT-116: HCT-116 colon cancer. hit rate 7.3% among 82,000
# SNB-75: SNB-75 CNS cancer; AID 1794750; hit rate 5% among 79,000
# SW-620: SW-620 colon cancer. hit rate 5.2% among 82,000
# HCC-2998: HCC-2998 colon cancer | hit rate 4.7% among 79,000 | AID 1794799
# HCT-15: HCT-15 colon cancer; AID 1794746; hit rate 5.2% among 82,000
# KM12: KM12 colon cancer cells; hit rate 5% among 82,000
# A498: A498 renal cancer cells. hit rate 5.4% among 76,000. AID 1794774
# HT29: HT29 colon cancer. hit rate 7.4% among 81,000. AID 1794748
# Active calls of the source: *; . = not tested or not shown; & = joins results of further samples. How the source made its calls: active means growth percent below 10; inactive means the rest.
SMILES,COLO 205,HCT-116,SNB-75,SW-620,HCC-2998,HCT-15,KM12,A498,HT29
Cc1c(C(=O)/C=C/Nc2ccc(S(N)(=O)=O)cc2)sc2nc3ccccc3n12,.,86,85,84,94,93,87,.,87
CCOC(=O)[C@@H](F)[C@H](Br)C(=O)OCC,106,97,84,96,103,107,106,102,104
COC(=O)c1cccc2c([N+](=O)[O-])c(NC(C)=O)cc(C(=O)OC)c12,130&112,105&105,103&72,101&106,115&100,101&104,107&104,97&105,120&111
COc1ccc(Cn2cncc2-c2c[nH]c3cc(Br)ccc23)cc1,99,93,.,95,106,91,94,.,82
N#CC1C(=O)NC(c2ccccc2)=CC1c1ccccc1 (configuration not stated),107,102,107,113,110,97,107,101,106
CC(=O)/C(Br)=C/c1ccc(Br)o1,74,-66*,93,15,93,66,105,105,62
N=c1c2c(N)n(-c3ccccc3)nc2nc2n1-c1ccccc1Sc1ccccc1-2,97,86,65,108,82,101,88,70,105
CCNc1nnc(CSc2nc3ccccc3c(=O)n2CCc2ccccn2)s1,123,100,96,101,106,89,98,87,107
COc1ccc2oc3cc(Cl)ccc3c(=O)c2c1,109,115,94,92,102,90,95,108,111
Cc1c(CC(=O)N(C)CCO)cc(-c2ccc(Cl)cc2)n1-c1ccccc1,118,97,82,107,115,102,99,104,105
COc1cc(-c2nc3ccccc3c(=O)[nH]2)ccc1OCC(=O)N=Nc1c(O)[nH]c2ccccc12,94,99,.,110,100,102,98,133,95
COc1cccc(-c2c(C(=O)O)cc(O)c3ccc(OC)cc23)c1,100,93,98,111,105,93,109,122,106
Cn1c(=O)c(C#N)c(-c2ccccc2)n2c(SCC3CO3)nnc12 (configuration not stated),105,68,84,64,80,95,77,110,87
O=C(Cl)CN1C(=O)c2ccccc2C1=O,111,102,98,102,98,100,104,120,109
Cc1ccc(C2=C/C(=C/c3ccccc3)C(=O)N2CCc2ccc(S(N)(=O)=O)cc2)cc1,124,95,56,103,109,100,101,74,110
Nc1ccccc1SCCO,110,102,79,104,103,97,103,111,103
COc1ccc(-c2cc(-c3cccs3)c3c(=O)[nH]c(SCC(=O)Nc4ccc(S(N)(=O)=O)cc4)nc3n2)cc1,120,91,93,101,113,98,98,82,117
CCOC(=O)CCN(C(=O)Nc1ccccc1)C1CCCCC1,139,102,84,102,75,119,108,109,114
C=C1C(=O)O[C@H]2[C@H]1CC/C(COC(=O)/C=C\C(=O)NCc1ccc(Cn3c(=O)sn(CCCI)c3=O)cc1)=C\CC[C@@]1(C)O[C@@H]21,-53*,-49*,-64*,-76*,-78*,-38*,-77*,-18*,-30*
Cc1c(C(N)=O)sc2c1c(=O)n(Cc1ccccc1)c1nnc(S(C)(=O)=O)n21,94,80,94,94,103,96,109,96,88
O=C(Nc1cccc(-c2ccc(N3CCOCC3)nn2)c1)Nc1cccc(C(F)(F)F)c1,81,68,111,110,109,68,56,80,91
O=[N+]([O-])c1cccc(-c2nc3sccn3c2-c2ccnc(NCCNS(=O)(=O)c3ccc(F)cc3)n2)c1,69,66,.,112,132,55,43,72,58
CN(C)CCC(=O)C1=CC[C@H]2[C@@H]3CC=C4C[C@@H](O)CC[C@]4(C)[C@H]3CC[C@]12C,74,55,77,85,103,70,89,87,98
O=[N+]([O-])c1ccc2c(c1)-c1ccccc1/C2=N\O,103,93,102,93,102,95,102,58,94
C=CCSC1=NC2C(N(CC)C(=O)N2CC)N1/N=C/C=C/c1ccccc1OC (configuration not stated),83,74,71,70,98,51,58,55,70
CC(=O)Oc1cc(C)c(Cl)c2c(OC(C)=O)cc(C(C)=O)c(O)c12,113,98,75,102,112,99,101,113,114
O=C1OCC2=C1C(c1ccccc1)c1cc3c(cc1N2CCO)OCCO3 (configuration not stated),-48*,6.1*,-11*,21,0.8*,7.2*,9.3*,-21*,-36*
C[C@H]1[C@H]2C3=CC[C@@H]4[C@@]5(C)C/C(=C\c6ccccc6)[C@H](O)C(C)(C)[C@@H]5CC[C@@]4(C)[C@]3(C)CC[C@@]2(CO)CC[C@@H]1C,106,79,91,85,80,91,88,123,73
CCOC(=O)c1ccc2[nH]c(-c3ccccc3)cc(=O)c2c1,109,99,72,103,112,93,105,94,103
CCCCCCCCCCCCN1CCS(=O)(=O)CC1,104,92,99,100,111,95,100,73,104
c1ccc2[nH]c(-c3ccc(Nc4nc(N5CCCC5)nc5[nH]ncc45)cc3)nc2c1,-76*,-72*,-79*,-64*,.,-36*,-33*,95,-49*
C#CCOC(=O)[C@]1(C)CCC[C@]2(C)[C@H]3C[C@H]4C(C(C)C)=C[C@]3(CC[C@H]21)[C@@H]1C(=O)CCC(=O)[C@@H]14,105,78,90,87,102,93,87,67,71
Clc1ccc(-c2nc3ccccc3s2)cc1Cl,111,99,.,83,94,97,97,77,97
CN1CCN(c2ccc(Nc3nc(NCCCNS(=O)(=O)c4ccc(C(F)(F)F)cc4)c4sccc4n3)cc2)CC1,-76*,-74*,-79*,-34*,-64*,-73*,-25*,-87*,-76*
O=C(CNc1ccc(F)cc1)Nc1ncc(Cc2ccc(Cl)cc2)s1,100,70,85,59,57,53,54,93,69
Cc1cc(C)cc(NC(=O)Cn2c(-c3nonc3N)nc3ccccc32)c1,121,105,114,115,104,101,111,109,99
O=C(N/N=C/c1ccc([N+](=O)[O-])cc1)c1ccccc1Nc1cccc(C(F)(F)F)c1,131,54,87,102,100,99,141,-6.9*,70
N#Cc1c(-c2ccc(Cl)cc2)nc(SCC(=O)c2ccc(Cl)cc2)[nH]c1=O,93,100,70,89,98,93,99,87,93
CN(C)CCNC(=O)c1cccnc1Nc1cc2ccccc2cc1C(=O)O,117,110,91,108,113,111,113,114,105
COCC(=O)NNc1[nH]c(-c2ccc(OC)cc2)cc1C#N,115,110,120,114,133,107,104,116,110

# Grouped by structure, the entries above containing an aryl thioether with sulfur outside any ring.
SMILES,COLO 205,HCT-116,SNB-75,SW-620,HCC-2998,HCT-15,KM12,A498,HT29
CCNc1nnc(CSc2nc3ccccc3c(=O)n2CCc2ccccn2)s1,123,100,96,101,106,89,98,87,107
Cn1c(=O)c(C#N)c(-c2ccccc2)n2c(SCC3CO3)nnc12 (configuration not stated),105,68,84,64,80,95,77,110,87
Nc1ccccc1SCCO,110,102,79,104,103,97,103,111,103
COc1ccc(-c2cc(-c3cccs3)c3c(=O)[nH]c(SCC(=O)Nc4ccc(S(N)(=O)=O)cc4)nc3n2)cc1,120,91,93,101,113,98,98,82,117
N#Cc1c(-c2ccc(Cl)cc2)nc(SCC(=O)c2ccc(Cl)cc2)[nH]c1=O,93,100,70,89,98,93,99,87,93

# Remaining list, next part
SMILES,COLO 205,HCT-116,SNB-75,SW-620,HCC-2998,HCT-15,KM12,A498,HT29
CCOC(=O)CCN1C(=O)CCC1C(=O)OCC (configuration not stated),.,103,95,105,88,111,104,58,92
CCCSc1nc(Nc2ccc(/C(C)=N\NC(N)=S)cc2)c(C#N)c(-c2ccccc2)n1,80,49,141,84,90,66,55,102,60
CC(=O)O[C@H]1C[C@@]2(C)[C@@H](C[C@@H](O)[C@H]3[C@@]4(C)CC[C@H](O)[C@@H](C)[C@@H]4CC[C@@]32C)/C1=C(\CCC(Br)C(C)(C)N1CC=CCC1)C(=O)O (some centres not stated),113,95,66,103,107,98,100,104,104
CCN(CC)S(=O)(=O)c1ccc(-c2nc(C(Cl)Cl)nc3cc(C)nn23)cc1,-19*,10,47,6.1*,24,1.9*,8.5*,75,5.1*
COc1ccc(Cn2cc3c(c2)-c2nc(N)ncc2CC3)cc1,118,91,97,94,94,108,106,109,118
O=C(CSc1nc2ccc(Cl)cc2c(=O)n1-c1ccc(Cl)cc1)NNS(=O)(=O)c1ccccc1,89,48,76,78,87,66,89,82,62
c1ccc2c(c1)-c1cccc3cncc-2c13,124,107,105,106,100,103,105,61,94
O=C(NS(=O)(=O)c1ccccc1)n1cc(-c2ccncc2)c(-c2ccc(Cl)c(O)c2)n1,111,89,.,136,127,103,100,106,100
O=c1c(F)cnc2n1Cc1ccccc1CO2,113,81,91,108,.,93,104,104,106
CC(C)Oc1c(C(=O)O)cccc1[N+](=O)[O-],.,103,105,101,104,100,103,97,109
NC(=O)C1C2C=CC(C2)C1c1ccccc1 (configuration not stated),104,102,93,102,106,104,112,87,99
O=C1NC(=S)S/C1=C\c1cccc([N+](=O)[O-])c1,110,93,84,115,87,93,103,96,109
CCO/C=N/C1=C(C#N)C(c2ccc(OC)cc2)c2sc3c(CC)cccc3c2O1 (configuration not stated),34,24,-0.2*,35,44,22,19,7.0*,13
COc1ccc(/C=C/C(=O)C(=O)/C=C/c2ccc(OC)c(OC)c2)cc1OC,-21*,-75*,65,4.4*,22,-3.6*,-4.3*,73,-35*
COc1ccc(C2CC(c3cccc(OCCCCOc4cccc(C5=NN(C(C)=O)C(c6ccc(OC)cc6)C5)c4)c3)=NN2C(C)=O)cc1 (configuration not stated),83,47,75,87,83,75,71,76,89
NC(=O)c1ccc[n+](CCBr)c1,112,97,101,101,98,100,106,110,92
CCOC(=O)c1cc(-c2ccc(Br)cc2)nc2ccccc12,114,101,99,97,101,87,92,80,89
CC1CCC(NC(=O)NS(=O)(=O)c2ccc(C(C)C)cc2)CC1 (configuration not stated),103,104,97,100,108,108,106,89,100
Nc1ccc(N=Nc2ccccc2)c(N)n1,126&111&116,113&101&103,90&83&100,102&107&114,106&100&101,98&100&100,99&90&92,92&58&96,93&98&99
CCN1CCN(c2nc(C)cc(NCc3cc(Nc4ccnc5cc(Cl)ccc45)ccc3F)n2)CC1,-56*,2.3*,-35*,12,-35*,-24*,27,16,-13*
Cc1cccc2c1NC(=O)C2=O,103,105,83,94,106,113,101,89,103
COCCn1cc(-c2nc(-c3cc4cccnc4[nH]3)cs2)c2cc(OC)ccc21,49,30,9.8*,48,58,20,1.2*,-0.3*,31
COc1cc(C(=O)OCCN2CCN(C)CC2)cc(OC)c1OC,108,99,93,110,102,105,107,98,95
CC[C@@]12CC(C(=O)OC)=C3Nc4cc(O)ccc4[C@@]34CCN(C[C@H]3O[C@H]31)[C@@H]24,115,101,103,109,99,102,100,91,112
CCOC(=O)/C(=C/CC/C(C)=C/CC/C(C)=C/CCc1ccoc1)CC(=O)N1CCSCC1,55,75,95,96,91,85,105,78,110
Cc1cc(O)c2c(c1)C1OC(=O)CCCCCCN1C1=C2C(=O)c2cccc(OC3CC(O)C(O)C(C)O3)c2C1=O (configuration not stated),101,80,87,123,110,95,102,.,87
CCCCN(CCCC)CC(O)c1cc(-c2ccc(C(F)(F)F)cc2)nc(-c2ccc(C(F)(F)F)cc2)c1 (configuration not stated),87,89,123,69,.,82,75,78,83
Cc1ccc(NC(=O)N/C(N)=N/c2nc(=O)c3ccccc3s2)cc1,103,94,83,93,102,104,103,63,103
CC(C)(C)[Si](C)(C)OCC1OC(n2cnc3c(=O)[nH]cnc32)CC1O (configuration not stated),98,108,98,99,105,109,101,94,102
CC(C)Sc1nc(NC2CC2)c(C#N)c(-c2ccccc2)n1,90&80,47&53,81&35,100&83,97&90,101&92,95&97,99&64,87&91
COC(=O)c1cc(C(=O)C(F)(F)F)n2c3ccccc3c3ccccc3c12,80,48,6.4*,84,108,94,100,120,96
CCc1ccc2c(c1)N(CCO)C1=C(C(=O)OC1)C2c1cccc(Br)c1 (configuration not stated),5.9*,27,2.6*,27,.,26,19,2.8*,3.9*
COc1cccc(-c2nc3sccn3c2-c2ccnc(NCCCNS(=O)(=O)c3ccc(F)cc3)c2)c1,33,26,.,42,61,19,21,49,44
O=c1[nH]cnc2ccc(Cl)cc12,104,108,93,101,116,113,111,107,.
NC1=NC(c2cccc([N+](=O)[O-])c2)N=C(Nc2nn[nH]n2)N1 (configuration not stated),115,98,87,107,106,98,99,95,118
FC(F)(F)c1nc2ccccc2n1Cc1nnc(SCc2cn(-c3cccc(Cl)c3)nn2)o1,71,65,101,66,93,89,88,67,95
COc1ccc(N2CC(c3nc4ccccc4o3)CC2=O)cc1 (configuration not stated),104,102,65,103,102,98,105,113,99
COc1ccc(-c2cc(-c3c(C)oc4c(OC)c5occc5c(OC)c4c3=O)[nH]c(=O)c2C#N)cc1OC,84,78,68,81,97,81,98,49,96
COc1ccc(-c2cc(-c3cccn3C)c(C#N)c(=O)n2C(C)=O)cc1OC,107,91,99,113,86,108,116,83,109
CC(=O)ON1CCCC(P(=O)(OCOC(=O)C(C)(C)C)OCOC(=O)C(C)(C)C)C1=O (configuration not stated),2.3*,0.6*,25,16,-37*,3.6*,-11*,-8.1*,-4.5*

# Profiles as entered above. Screens in order: COLO 205 | HCT-116 | SNB-75 | SW-620 | HCC-2998 | HCT-15 | KM12 | A498 | HT29
# Shown for CC(C)Sc1nc(NC2CC2)c(C#N)c(-c2ccccc2)n1 = 90&80 | 47&53 | 81&35 | 100&83 | 97&90 | 101&92 | 95&97 | 99&64 | 87&91
# Shown for Cc1cccc2c1NC(=O)C2=O = 103 | 105 | 83 | 94 | 106 | 113 | 101 | 89 | 103
# Shown for CC(C)(C)[Si](C)(C)OCC1OC(n2cnc3c(=O)[nH]cnc32)CC1O (configuration not stated) = 98 | 108 | 98 | 99 | 105 | 109 | 101 | 94 | 102
# Shown for CCCCN(CCCC)CC(O)c1cc(-c2ccc(C(F)(F)F)cc2)nc(-c2ccc(C(F)(F)F)cc2)c1 (configuration not stated) = 87 | 89 | 123 | 69 | . | 82 | 75 | 78 | 83

# More structures:
SMILES,COLO 205,HCT-116,SNB-75,SW-620,HCC-2998,HCT-15,KM12,A498,HT29
CC1(C)CCc2cc(-c3ccn(S(=O)(=O)c4ccc(Cl)cc4)n3)ccc2O1,117,61,92,88,94,91,77,71,71
COc1ccc(CNC(=O)c2c(C)n([O-])c3ccccc3[n+]2=O)cc1,122,98,80,108,.,103,131,96,102
CCc1onc(-c2ccc(OC)cc2)c1-c1ccccc1OCCN(CC)CC,67,71,61,95,81,98,93,63,60
COc1cccc(Cn2c(-c3cncs3)nc3ccccc32)c1,120,101,83,100,101,94,.,77,110
